p53 reactivator: qHTS assay for re-activators of p53 using a Luc reporter. H1299 p53-A138V BP100-luciferase reporter, luminescence, 24 h. Potency, µM (doses to about 92.2 µM), inactives show at the highest dose activity change, positive = activation, hits mostly activators. actives 0.063% (n = 320,000); also: potency is read from the fitted curve at half-maximal effect; % of control where 0% means no effect; nearly all actives have a fitted effect of over 45% in size
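H1299 (p53-null), stable ts p53-A138V + BP100-Luc; 1000 cells/well, Opti-MEM/10% FBS; cpd 4 pt, 1:5; 24 h, 37 deg C, 5% CO2; detection reagent 10 min RT; luminescence.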
TRPV1 ag: HTS Assay for Compounds that Act as Agonists of the Vanilloid Receptor 1; Transient receptor potential cation channel subfamily V member 1 (Homo sapiens), Q8NER1; AID 540275, 2011; TRPV1-expressing cells, Fluo-8 calcium influx, agonist mode; activation, % at 8.33 µM; actives 0.19% (n = 320,000); in the data active = activation above about 80%; inconclusive = between about 30% and that limit; also: 0% is about no effect
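Cells expressing TRPV1 were dye-loaded with Fluo-8 and read kinetically: 10 s baseline, 3 min after compound (agonist portion), then 2 min after EC20 capsaicin (allosteric enhancer portion). Calcium-bound dye fluorescence at 480/520 nm.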
RORgamma inh: qHTS for inhibitors of ROR gamma transcriptional activity; Drosophila S2 Gal4-RORgamma UAS-luciferase reporter, 20 h; Potency, µM (highest dose often 53.6 µM), inactives show top-dose activity change, negative = inhibition, actives largely listed as inhibitors; actives 5.4% (n = 310,000); Nuclear receptor ROR-gamma (Mus musculus), P51450; also: potency is read from the fitted curve at half-maximal effect; % is scaled to controls: 0 for no effect and ±100 for the full control effect; nearly all actives have a fitted effect of over 60% in size
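Compounds are pin-transferred onto Drosophila Schneider cells expressing a copper-inducible Gal4–ROR gamma transactivation domain fusion. After 1 hr, copper sulfate is added to 700 uM final; luciferase is read 20 hr later.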
Tb PFK block: qHTS Assay to Find Inhibitors of T. brucei phosphofructokinase | ATP-dependent 6-phosphofructokinase (Trypanosoma brucei brucei), O15648 | T. brucei PFK, ADP-Glo luminescence | Potency, µM (series often up to 57.5 µM), for the others: at the highest dose activity, negative = inhibition, usual class: inhibitors | actives 0.17% (n = 330,000);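 also: potency is read from the fitted curve at half-maximal effect; 0% = uninhibited 1x PFK enzyme wells and -100% = no-enzyme wells; nearly all actives have a fitted effect of over 60% in size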
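Luminescent ADP detection (ADP-Glo, two-step: ATP depletion then ADP-to-ATP conversion for luciferase) reported PFK activity after 45 min room-temperature reaction of 1.25 nM enzyme with 0.5 mM F6P and 0.1 mM ATP at pH 8.0.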
Rab9 promoter act: qHTS Assay for Rab9 Promoter Activators; Huh7 Rab9 promoter-luciferase reporter, luminescence, 24 h; Potency, µM (titrated, usually from 9.22 µM), for inactives: at the highest dose activation, negative = inhibition, hits mostly activators; actives 2.8% (n = 320,000); AID 485297, 2010; also: potency is read from the fitted curve at half-maximal effect; % of control where 0% means no effect; nearly all actives have a fitted effect of over 60% in size
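Measured in stably transfected Huh7 cells bearing a Rab9 promoter–luciferase construct: 24 h compound treatment at 37 °C, followed by luminescence detection.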
ELG1 repair inh: qHTS screen for small molecules that inhibit ELG1-dependent DNA repair in human embryonic kidney (HEK293T) cells expressing luciferase-tagged ELG1. HEK293T ELG1-luciferase reporter, luminescence, 16 h; DNA damage induced by 5-fluorouridine. Potency, µM (top dose mostly 46.1 µM), for inactives: at the top dose activity change, negative = inhibition, usual class: inhibitors. actives 2.3% (n = 330,000); also: potency is read from the fitted curve at half-maximal effect; % is scaled to controls: 0 for no effect and ±100 for the full control effect; nearly all actives have a fitted effect of over 55% in size
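Overnight (16 hr) co-exposure of 2,000 cells/well to 5-fluorouridine and compound at 37 °C preceded detection. Luciferase was quantified via ONE-Glo luminescence; loss of signal denotes inhibition.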
NPC1 promoter act: qHTS Assay for NPC1 Promoter Activators. actives 2.4% (n = 320,000). Potency, µM (titrated, usually from 9.22 µM), inactives show at the highest dose activation, usual class: activators. Huh7 NPC1 promoter luciferase reporter, 24 h;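 also: potency is read from the fitted curve at half-maximal effect; % of control where 0% means no effect; nearly all actives have a fitted effect of over 60% in size; reporter is driven by a mutant NPC1 promoter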
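Huh7 cells stably carrying NPC1 promoter–luciferase, plated in Opti-MEM with 10% FBS for 2 h, were exposed to compound in DMSO for 24 h at 37 °C; luciferase reagent was added for 10 min and luminescence read.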
VP16 counter: VP16 counterscreen qHTS for inhibitors of ROR gamma transcriptional activity | Drosophila S2 Gal4-VP16 UAS-luciferase, luminescence, 20 h | Potency, µM (series often up to 53.6 µM), for the others: at the top dose activity, negative = inhibition, usual class: inhibitors | actives 3.5% (n = 310,000) | AID 2546, 2010;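 also: Gal4-VP16 expression switched on by copper sulfate through the metallothionein promoter; potency is read from the fitted curve at half-maximal effect; % is scaled to controls: 0 for no effect and ±100 for the full control effect; nearly all actives have a fitted effect of over 50% in size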
BRCA1 expr act: qHTS Assay to Identify Small Molecule Activators of BRCA1 Expression. MCF7-BRCA1-FFLuc reporter, luminescence, 48 h; response scale: scaled: vehicle 0%, 10 µM genistein 100%. Potency, µM (titrated, usually from 46.1 µM), inactives show top-dose activation, usual class: activators. actives 1.1% (n = 380,000); also: potency is read from the fitted curve at half-maximal effect; nearly all actives have a fitted effect of over 80% in size; some results filed as inactive show a strong effect at the top dose
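MCF7-BRCA1-FFLuc cells, 2000/well in phenol-red-free MEM, attached 2 h then treated 48 h at 37 C. Luciferase luminescence read 15 min after reagent; normalized to genistein maximum activation (10microM) and DMSO, concentration-response fitted.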
ELG1 genotoxic: qHTS screen for small molecules that induce genotoxicity in human embryonic kidney (HEK293T) cells expressing luciferase-tagged ELG1; HEK293T ELG1-luciferase reporter, luminescence, 16 h; Potency, µM (highest dose often 46 µM), for inactives: at the highest dose activity change, positive = activation, usual class: activators; actives 1.3% (n = 330,000); AID 504466, 2011; also: potency is read from the fitted curve at half-maximal effect; % of control where 0% means no effect; nearly all actives have a fitted effect of over 60% in size
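Screening used a luciferase reporter fused to human ELG1 in HEK293T cells. Luminescence was read on a CCD plate imager after 16 hr exposure and 30 min ONE-Glo incubation.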
FLuc modulator: qHTS profiling assay for firefly luciferase inhibitor/activator using purifed enzyme and Km concentrations of substrates (counterscreen for miR-21 project); Potency, µM (titrated, usually from 57.5 µM), for the others: top-dose activity change, negative = inhibition, most hits filed as inhibitors; AID 588342, 2011; actives 6.9% (n = 360,000); purified FLuc, Km substrates, luminescence inhibition;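 also: potency is read from the fitted curve at half-maximal effect; plate controls were vehicle for no effect and reference inhibitor for full effect; nearly all actives have a fitted effect of over 55% in size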
Target sequence (P08659 whole entry, looked up): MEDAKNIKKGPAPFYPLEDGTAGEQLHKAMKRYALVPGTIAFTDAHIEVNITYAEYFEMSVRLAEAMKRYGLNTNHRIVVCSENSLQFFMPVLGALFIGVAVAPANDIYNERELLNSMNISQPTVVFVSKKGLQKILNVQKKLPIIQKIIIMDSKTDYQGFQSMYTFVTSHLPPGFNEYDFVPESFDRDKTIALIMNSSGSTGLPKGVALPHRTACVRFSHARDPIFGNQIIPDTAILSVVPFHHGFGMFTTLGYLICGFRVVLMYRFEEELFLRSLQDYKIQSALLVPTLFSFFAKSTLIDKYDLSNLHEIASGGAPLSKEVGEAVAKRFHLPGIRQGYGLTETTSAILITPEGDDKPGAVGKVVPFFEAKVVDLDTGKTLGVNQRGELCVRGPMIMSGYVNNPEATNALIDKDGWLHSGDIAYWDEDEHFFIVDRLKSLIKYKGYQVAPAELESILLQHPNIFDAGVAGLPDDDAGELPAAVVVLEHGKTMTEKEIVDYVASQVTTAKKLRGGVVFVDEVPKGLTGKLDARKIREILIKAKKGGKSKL
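Purified P. pyralis luciferase, 10 nM final, with Km-level 10 uM D-luciferin and 10 uM ATP in 50 mM Tris acetate pH 7.5, 10 mM Mg acetate, 0.01% Tween-20, 0.05% BSA; 6-point qHTS titration about 60 µM downward; luminescence read.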
Active calls of the source: *; u = inconclusive; x = no result given; [ ] = dose if it differs, or a comment. Unless noted, calls follow the shape of the dose curve; as a rule, active = well fitted curve in the direction sought with a large enough effect; inconclusive = small, poorly fitted or top-dose-only effect, or another doubt; inactive = no such curve, though single readings can be large; an effect the other way counts as inactive or inconclusive.

SMILES	p53 reactivator	TRPV1 ag	RORgamma inh	Tb PFK block	Rab9 promoter act	ELG1 repair inh	NPC1 promoter act	VP16 counter	BRCA1 expr act	ELG1 genotoxic	FLuc modulator
CN1c2ccccc2C(C)(C)C12C=Cc1cc(O)ccc1O2 (configuration not stated)	4%	-6	-23%	-3%	-1%	3%	-1%	u	-41%	-4%	-15%
Cc1cc(C)cc(C(=O)NC(CC(N)=O)c2ccc(NC3CCCCCC3)c([N+](=O)[O-])c2)c1 (configuration not stated)	-3%	0	-13%	1%	0%	2%	-1%	3%	7%	3%	0%
CCNC(=S)N/N=C/c1ccc(C(=O)O)cc1	6%	0	33%	-1%	-1%	3%	1%	-12%	1%	-10%	1%
Cc1onc(-c2ccccc2Cl)c1C(=O)Nc1cccc(S(=O)(=O)N2CCOCC2)c1	-6%	x	x	5%	x	0%	x	x	11%	-2%	x
CCOC(=O)CC(NC(=O)C1c2ccccc2Oc2ccccc21)c1ccccc1Cl (configuration not stated)	4%	7	-8%	1%	-10%	-18%	-1%	1%	-22%	-3%	-2%
CCCCCc1c(C)nc(Nc2ccc(F)cc2)[nH]c1=O	5%	25	-1%	5%	-6%	u	1%	u	-74%	-10%	-1%
FC(F)(F)c1cc(-c2ccco2)nc(NCc2ccco2)n1	-7%	8	u	-5%	0%	-5%	-1%	-4%	-9%	-4%	2%
Cc1ccc(C2c3sc(=O)[nH]c3SC3C(=O)NC(=O)C32)cc1 (configuration not stated)	-8%	1	1%	-2%	0%	11%	-6%	-2%	2%	0%	0%
CC(Oc1ccc(Cl)cc1Cl)C(=O)NCCC1=CCCCC1 (configuration not stated)	-7%	26	2%[10 µM]	0%	-8%	4%	-5%	-4%	-15%	-3%	7%
CC(=O)c1cccc(NC(=O)CN2C(=O)COc3ccc(Cl)cc32)c1	-11%	13	9%	-8%	-2%	-5%	-3%	-2%	-11%	2%	1%
COc1cc(OC)c(S(=O)(=O)NC(C)C)cc1S(=O)(=O)NC(C)C	-1%	2	0%	2%	-11%	4%	-6%	0%	-5%	2%	4%
Cc1cc(C(F)F)n2nc(C(=O)Nc3sc4c(c3C#N)CCC4)nc2n1	2%	-1	-13%	0%	-5%	-3%	1%	-1%	-21%	1%	-2%
Cc1ccccc1OCC(=O)Nc1nc(-c2ccncc2)cs1	6%	6	x	1%	-1%	u	5%	x	-24%	-3%	u
CCOc1ccc(-c2cc(C(=O)NCCCn3ccnc3)c3cc(Br)ccc3n2)cc1	-33%[inhibitor]	7	u	-2%	-2%	u	1%	u	-72%	6%	5.4µM*
O=C(Cc1ccccc1)Nc1nnc(-c2ccco2)o1	2%	1	2.8µM*	1%	-3%	-6%	-6%	10µM*	-25%	-3%	-2%
COc1ccc(N2CCN(C(=O)c3ccc(NS(=O)(=O)c4cccs4)cc3)CC2)cc1	0%	-5	u	-3%	15%	u	7%	-11%	28%	1%	u
CC(/C=N/Nc1nncc(=O)[nH]1)=C\c1ccccc1	1%	-1	15%	7%	4%	6%	-5%	-6%	34%	2%	u
O=C(c1ccccc1)c1cc[n+]([O-])cc1	-3%	2	37%	-6%	-6%	14%	-6%	0%	-1%	2%	2%
Cc1nn(CCCC(=O)NC(C)c2ccccc2)c(=O)c2nn(-c3ccccc3)c(C)c12 (configuration not stated)	-5%	1	0%	-1%	-4%	u	-8%	-20%	-3%	0%[9.26 µM]	2%
Cc1ccc(OCCC(=O)OCC(=O)NC2CCCC(C)C2C)cc1 (configuration not stated)	1%	x	x	1%	x	0%	x	x	-8%	10%	x
CNC(=O)NNC(=O)c1onc(-c2c(Cl)cccc2Cl)c1C(=O)OC	-2%	5	0%	0%	-9%	11%	-3%	3%	1%	-2%	4%
Cn1nc(C(F)(F)F)c(C(=O)Nc2ccc(F)cc2F)c1Cl	-1%	-2	25%	-1%	-10%	-15%	-2%	4%	0%	-2%	-1%
CC(C(=O)O)C1SC(=O)NC1=O (configuration not stated)	3%	-1	16%	-1%	2%	0%	-1%	-7%	2%	3%	9%
COC(=O)Nc1ccc2c(c1)N(C(=O)CCCl)c1ccccc1S2	1%	u	-1%	-6%	-5%	-1%	-1%	-7%	-72%	-1%	-2%
O=C(N/N=C/c1cccnc1)c1ccc2ccccc2c1O	-3%	u	u	-4%	27%	u	13%	-8%	65%	u	5.4µM*
New compounds follow:
SMILES	p53 reactivator	TRPV1 ag	RORgamma inh	Tb PFK block	Rab9 promoter act	ELG1 repair inh	NPC1 promoter act	VP16 counter	BRCA1 expr act	ELG1 genotoxic	FLuc modulator
CC1(C)Cc2ccccc2-c2nnc(SCC(=O)N3CCc4ccccc43)n21	-4%	-12	-25%	4%	-2%	u	12%	-8%	13%	2%	2%
Cc1ccc(CNC(=O)CCC(=O)Nc2nnc(C3CCCCC3)s2)cc1	0%	7	-12%	-5%	-2%	5%	-3%	10%	0%	0%	-1%
CCOc1ccc(C(C)NC(=O)c2ccccc2OCc2c(C)noc2C)cc1OCC (configuration not stated)	-9%	u	-27%	-2%	3%	-6%	-6%	-3%	0%	-6%	0%
COc1cc(NC(=O)Nc2ccc(C)cc2)cc([N+](=O)[O-])c1	20%	0	u	0%	20%	-5%	14%	-24%	-78%	-9%	u
COC(=O)C1=C(C)N(C)C(=S)N(C)C1c1cccc(Br)c1 (configuration not stated)	5%	0	-37%	1%	0%	-6%	-1%	-6%	-12%	-4%	-4%
COc1ccc(C(=O)NCC(=O)OCc2ccc(F)cc2Cl)cc1OC	4%	-1	38%	-10%	-2%	-1%	1%	0%	-15%	1%	-14%
COc1ccc(-c2nn(CC(=O)N3CCCCC3)c(=O)c3ccccc23)cc1	1%	11	15%	-3%	1%	13%	-6%	-3%	x	-2%	-2%
CC(CCc1ccccc1)NC(=S)NC(=O)c1ccco1 (configuration not stated)	20%	u	11µM*	2%	0%	4%	-3%	-70%	-2%	1%	-16%
COc1ccccc1OCC(=O)NCCSCc1cccc(Cl)c1	-8%	14	4%	-9%	2%	-1%	-1%	-9%	-2%	-3%	-2%
FC(F)(F)c1ccc(N2CCN(c3ncnc4c3nnn4Cc3ccccc3Cl)CC2)cc1	6%	-1	u	3%	-18%	u	-23%	u	-20%	1%	1%
O=[N+]([O-])c1ccccc1Oc1cnc2ccccc2n1	8%	2	-24%	0%	-3%	5%	-2%	-6%	4%	-3%	-4%
